MCL1 BIM primary – MCL1-BIM-BH3 interaction inhibition (human) | Q07820 | GST-MCL1 / FITC-Bim-BH3 fluorescence polarization | inhibition, % at 10.9 µM | 320,000 tested, 0.68% active;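 active means inhibition above the mean inhibition of all tested compounds plus 3 SD, set per campaign, cut at about 40% in these data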;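 further: 0% = DMSO wells and 100% = unlabeled Bim-BH3 peptide control; higher means more loss of mP so more displacement of Bim peptide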
PAFAH1B2 inh – blocks human PAF acetylhydrolase 1b catalytic subunit 2; P68402; recombinant PAFAH1B2, FP-rhodamine activity probe, fluorescence polarization; inhibition, % at 3.39 µM; 340,000 tested, 1.2% active; AID 492953;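 active means inhibition above the mean of all tested compounds plus 3 SD, cut at about 24% in these data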;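 further: 0% = enzyme with DMSO and 100% = wells lacking PAFAH1B2; many of its hits are not listed in these tables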
PME-1 primary – PME-1 (human) inhibition; AID 2130; 320,000 tested, 0.53% active; inhibition, % at 5.9 µM; recombinant PME-1, FP-Rh probe fluorescence polarization;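 active means inhibition above the campaign mean of all compounds plus 3 SD, cut at about 26% in these data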;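 further: competitive labeling of PME-1 active site by serine hydrolase directed probe; 0% = PME-1 with DMSO and 100% = wells lacking PME-1 enzyme; inhibitors block probe labeling so polarization falls and inhibition rises; many of its hits are not listed in these tables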
AHR act – human AHR activation. 320,000 tested, 2.5% active. activation, % at 5 µM. AHR-responsive luciferase reporter cells, luminescence. P35869; in the data active means activation above about 47%;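 further: 0% = vehicle wells and 100% = reference agonist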
Fam108B inh – Fam108B inhibition, counter-screen for RBBP9 inhibitors. recombinant Fam108B, FP-Rh probe fluorescence polarization. inhibition, % at 9.51 µM. 300,000 tested, 0.33% active;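 active means inhibition above the screen mean inhibition plus 3 SD, computed separately per campaign, cut at about 18% in these data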;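 further: inhibitors lower polarization as less probe binds the enzyme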
GLD-1 RNA inh – GLD-1-TGE RNA interaction inhibition (C. elegans). Q17339. purified GLD-1 + fluorescein TGE RNA, fluorescence polarization. inhibition, % at 5.96 µM. 320,000 tested, 0.44% active;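 active means percent inhibition above a per-plate cutoff, the plate mean of test compounds plus 3 SD, cut at about 30% in these data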;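 further: 0% = DMSO wells with GLD-1 and probe and 100% = wells lacking GLD-1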
Target sequence (Q17339 whole entry, looked up): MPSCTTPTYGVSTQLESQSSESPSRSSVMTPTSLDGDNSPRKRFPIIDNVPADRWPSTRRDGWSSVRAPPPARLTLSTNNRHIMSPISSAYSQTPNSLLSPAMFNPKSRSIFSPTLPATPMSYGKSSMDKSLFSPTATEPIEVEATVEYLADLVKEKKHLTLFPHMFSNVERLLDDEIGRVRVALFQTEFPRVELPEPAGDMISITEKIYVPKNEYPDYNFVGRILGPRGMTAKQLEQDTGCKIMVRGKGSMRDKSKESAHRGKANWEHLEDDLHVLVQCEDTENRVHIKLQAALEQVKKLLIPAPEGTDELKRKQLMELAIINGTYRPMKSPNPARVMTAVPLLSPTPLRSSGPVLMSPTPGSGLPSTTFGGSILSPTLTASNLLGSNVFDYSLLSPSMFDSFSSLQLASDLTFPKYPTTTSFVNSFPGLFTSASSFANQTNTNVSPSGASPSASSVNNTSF
MEX-5 binding – C. elegans MEX-5 TCR-2 RNA binding activity | Q9XUB2 | MEX-5/FITC-TCR2 RNA binding, fluorescence polarization; hits give low values | activity score (negative = inhibition of binding), % at 10 µM | 300,000 tested, 0.38% active | AID 1832;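 active means inhibition past about -25% in most replicates, and total fluorescence under double the plate's negative control median, limit read from the data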;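 further: 0% = DMSO and -100% = 5 µM competing unlabeled TCR2 RNA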
Target sequence (Q9XUB2 whole entry, looked up): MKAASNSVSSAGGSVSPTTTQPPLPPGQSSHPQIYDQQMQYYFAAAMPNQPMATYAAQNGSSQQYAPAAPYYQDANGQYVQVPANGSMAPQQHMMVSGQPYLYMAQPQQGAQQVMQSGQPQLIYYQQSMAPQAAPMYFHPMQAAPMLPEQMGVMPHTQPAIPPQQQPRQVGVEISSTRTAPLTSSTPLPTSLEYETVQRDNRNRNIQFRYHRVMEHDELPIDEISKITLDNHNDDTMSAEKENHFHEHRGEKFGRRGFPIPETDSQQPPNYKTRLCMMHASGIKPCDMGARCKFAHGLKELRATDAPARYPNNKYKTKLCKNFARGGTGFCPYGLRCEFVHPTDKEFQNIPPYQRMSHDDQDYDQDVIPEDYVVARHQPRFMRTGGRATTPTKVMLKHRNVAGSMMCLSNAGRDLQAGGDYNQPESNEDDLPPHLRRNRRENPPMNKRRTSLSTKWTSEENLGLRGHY
pPAFAH FP inh – pPAFAH (human) enzyme inhibition; inhibition, % at 3.39 µM; recombinant pPAFAH, FP-rhodamine probe fluorescence polarization; 330,000 tested, 1.5% active; Q13093; AID 463082;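 active means inhibition above the mean inhibition across the screen plus 3 SD, cut at about 25% in these data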;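 further: inhibitors block binding of the rhodamine activity-based probe so polarization drops; 0% = enzyme with DMSO and 100% = wells lacking pPAFAH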
BCLXL inh – blocks human Bcl-xL binding to Bim BH3 peptide; Q07817; GST-Bcl-xL / FITC-Bim BH3 peptide fluorescence polarization; inhibition, % at 10.9 µM; 320,000 tested, 0.7% active; AID 2129;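 active means inhibition above the mean of all tested compounds plus 3 SD, cutoff set per campaign, cut at about 30% in these data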;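 further: 0% = DMSO wells and 100% = unlabeled Bim-BH3 peptide competitor; inhibitors lower millipolarization by displacing the labeled peptide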
* hit, by the source's call; . = no result given.

SMILES	MCL1 BIM primary	PAFAH1B2 inh	PME-1 primary	AHR act	Fam108B inh	GLD-1 RNA inh	MEX-5 binding	pPAFAH FP inh	BCLXL inh
Cn1c(=O)oc2cc(S(=O)(=O)Nc3ccccc3)ccc21	1.8	4.2	0.4	-1.8	1.3	-2.2	-1.3	17.0	7.6
CCc1cc2c(=O)c(-c3cscn3)coc2c(CN(C)C)c1O	7.6	4.2	5.3	30.4	4.2	-8.5	-0.7	27.3*	-1.2
C=CCN(c1ccc(C(=O)NCCCn2ccnc2)cc1)S(C)(=O)=O	-1.9	2.1	0.5	1.2	-2.1	-4.1	-3.3	2.5	3.8
Cc1cccc(-n2c(SC(C)C(=O)O)nc3sc4c(c3c2=O)CCCC4)c1 (stereo not given)	2.7	10.1	0.0	3.7	-2.1	-4.5	-3.1	-0.6	0.2
CCCCN(C(=O)C1=NN(c2ccccc2)C(=O)CC1)c1c(N)n(CCC)c(=O)[nH]c1=O	.	-2.8	.	3.6	.	5.7	.	-0.4	.
CCCCOC(=O)Nc1nnc(COc2ccccc2)s1	3.3	7.1	1.0	15.3	-0.9	5.9	-0.8	4.5	1.9
Cc1ccc(C)c(NC(=S)NC(NC(=O)N(C)C)C(Cl)(Cl)Cl)c1 (stereo not given)	9.9	0.0	2.5	-0.2	-2.3	3.0	-3.9	2.9	2.1
CCCN(CC(=O)Nc1ccccc1C)C(=O)C1CCN(c2ncnc3sc(C)c(C)c23)CC1	8.8	1.1	0.8	-1.7	0.6	-2.1	0.1	6.3	5.6
CS(=O)(=O)c1ccc(C(=O)NCCN2C(=O)S/C(=C\c3cccnc3)C2=O)cc1[N+](=O)[O-]	3.9	-4.2	0.4	-1.9	-0.2	-3.4	1.4	7.6	1.8
COc1ccc(-n2c(O)c(C=NCC(c3ccco3)N3CCCC3)c3ccccc3c2=O)cc1OC (stereo not given)	1.8	3.9	-9.1	-3.1	0.3	-5.6	2.2	5.1	4.2
COc1nccnc1NS(=O)(=O)c1ccc(N=Cc2c(C)[nH]n(-c3ccc(Cl)cc3)c2=O)cc1	1.2	.	-5.2	30.4	-3.4	-3.2	-2.6	0.1	2.4
O=C(CCNS(=O)(=O)c1ccccc1C(F)(F)F)N1CCN(S(=O)(=O)c2cccc(F)c2)CC1	1.2	1.8	-0.7	8.3	-1.3	4.0	2.3	2.8	-2.0
CN1CCN(c2ccc(NC(=O)c3ccco3)cc2Cl)CC1	-0.8	0.3	7.5	4.3	0.9	7.1	-1.6	-0.1	6.3
O=C1c2cccc(Cl)c2C(=O)c2c1cccc2N1CCCC1	-5.3	6.7	11.5	16.5	3.7	10.1	-0.6	19.5	10.9
CCOC(=O)c1c(C)[n+](-c2ccc(C)cc2)c(CC)c2cc(OC)c(OC)cc12	-4.7	10.0	-1.4	3.1	-4.7	-10.0	2.0	2.0	4.9
COc1ccc(C(=O)N(C)C2CCN(C)CC2)cc1S(=O)(=O)Nc1cc(Cl)ccc1Cl	-2.9	.	5.4	-2.5	-1.0	0.3	2.4	2.7	1.9
COc1ccc(N2C(=O)C3C4C=CC(C4)C3C2=O)nn1 (stereo not given)	-2.6	-2.5	-2.2	5.0	0.1	2.5	0.9	-0.6	-0.6
CCc1cc2c(=O)c(-c3nc4ccccc4n3C)c(C(C)C)oc2c(CN2CCN(C)CC2)c1O	6.3	0.9	-5.7	0.6	-3.1	3.4	-1.7	2.9	4.7
CCCc1cc(C(=O)Nc2sc(C(C)=O)c(C)c2C(=O)OCC)no1	2.1	5.0	1.4	2.0	1.0	-0.8	-0.9	-2.6	0.8
O=C1CCCC(=O)N1c1ccc(N2CCN(c3ccc([N+](=O)[O-])cc3)CC2)c([N+](=O)[O-])c1	3.6	.	6.1	-3.0	0.2	-0.5	-0.7	7.2	-3.1
Nc1cc(C(F)(F)F)ccc1N1CCOCC1	3.4	2.5	2.9	-1.2	-2.9	1.5	-0.8	2.1	5.0
CN(C)c1ncnc2sc(-c3ccccc3)cc12	5.8	3.0	2.4	25.2	2.3	3.7	0.8	13.2	2.7
O=C(COc1ccccc1)Nc1nnc(-c2ccc(Cl)cc2)o1	14.6	3.1	3.4	2.7	-3.0	1.9	-0.3	14.6	9.1
COc1cccc(OC)c1C(=O)Nc1ccc(S(=O)(=O)Nc2ncccn2)cc1	-0.7	1.7	-4.2	2.4	1.6	-2.1	1.7	-1.0	-2.2
Clc1ccccc1CSc1nncn1-c1cccnc1	-6.9	.	0.2	4.9	-5.1	-10.8	-1.8	7.4	-1.0

Profiles from above. Values in the order: MCL1 BIM primary, PAFAH1B2 inh, PME-1 primary, AHR act, Fam108B inh, GLD-1 RNA inh, MEX-5 binding, pPAFAH FP inh, BCLXL inh
O=C1CCCC(=O)N1c1ccc(N2CCN(c3ccc([N+](=O)[O-])cc3)CC2)c([N+](=O)[O-])c1 is entered as 3.6, ., 6.1, -3.0, 0.2, -0.5, -0.7, 7.2, -3.1
CN(C)c1ncnc2sc(-c3ccccc3)cc12 is entered as 5.8, 3.0, 2.4, 25.2, 2.3, 3.7, 0.8, 13.2, 2.7
CCCN(CC(=O)Nc1ccccc1C)C(=O)C1CCN(c2ncnc3sc(C)c(C)c23)CC1 is entered as 8.8, 1.1, 0.8, -1.7, 0.6, -2.1, 0.1, 6.3, 5.6

Further compounds.
SMILES	MCL1 BIM primary	PAFAH1B2 inh	PME-1 primary	AHR act	Fam108B inh	GLD-1 RNA inh	MEX-5 binding	pPAFAH FP inh	BCLXL inh
COC(=O)CSc1ccc(S(=O)(=O)N2CCCCCC2)cc1[N+](=O)[O-]	0.2	5.2	-3.1	0.7	-0.7	8.2	-3.0	4.1	9.6
Cn1cnc2cc(NCc3ccc(Cl)cc3)ccc21	17.1	42.9*	1.7	55.9*	1.6	1.6	-8.7	1.0	10.0
Cc1nn(-c2ccccc2)c(NC(=O)c2cccs2)c(-c2ccccc2Cl)c1=O	6.7	.	-2.5	1.3	0.9	-0.9	.	-7.4	5.1
C#CCOCCOCCOCCNc1nc(N2CCN(C(=O)[C@H]([C@@H](C)CC)n3cc([C@@H](N)CO)nn3)CC2)nc(N2CCN(C(=O)[C@H](Cc3ccc(O)cc3)n3cc([C@@H](N)CC(C)C)nn3)CC2)n1	15.4	-7.3	2.7	2.0	-1.6	3.6	-6.3	3.1	12.9
CCOC(=O)N1CCN(C(=O)c2cc(OCC)c(OCC)c(OCC)c2)CC1	0.2	-7.0	-5.0	0.1	0.0	1.4	-0.7	-0.9	3.4
CNc1nc2c(C)cccn2c(=O)c1C=NCc1ccccc1	0.4	6.9	-1.0	-1.4	-4.6	1.4	0.9	1.0	2.8
CCc1sc(C(=O)N2CCc3ccccc32)cc1C	3.7	0.2	4.8	-0.7	-2.6	7.4	1.6	1.5	10.3
Cc1cc(C(=O)NNC(=O)CCC2CCCCC2)c(C)o1	3.7	15.0	-2.0	1.6	-1.3	0.1	-0.9	-0.3	6.5
COc1ccccc1NC(=O)COC(=O)COc1cccc2c1OC(C)(C)C2	-5.2	5.1	1.7	-2.5	-1.1	1.6	0.8	5.0	4.8
CSCCC(NC(=O)c1ccccc1Cl)C(=O)N1CCN(C(c2ccccc2)c2ccccc2)CC1 (stereo not given)	-7.4	0.5	0.0	4.5	-6.7	-3.8	0.2	-0.5	-1.6
COCCN1Cc2cccc(C(=O)Nc3cccc(-c4nc5ccccc5[nH]4)c3)c2C1=O	-0.9	-14.2	-48.4	8.4	-29.6	-2.0	0.6	-31.9	4.6
O=S(=O)(/N=C/c1c(O)ccc2ccccc12)c1cccs1	13.2	.	0.6	14.5	-0.5	2.3	1.1	3.0	6.3
Nc1[nH]nc2ncc3cc4ccccc4nc3c12	20.4	1.4	6.7	9.1	3.6	1.0	-10.4	30.4*	24.2
CN(C1=C(N2CCOCC2)C(=O)c2ccccc2C1=O)c1ccccc1	5.8	7.6	8.4	24.9	13.8	2.5	-0.2	6.0	6.2
CC1(C)CC(=O)C2=C(C1)N(c1cccc(O)c1)C1=C(C2)C(=O)CC(C)(C)C1	74.5*	4.8	0.0	-8.8	1.8	40.2*	-8.1	5.4	81.1*
CC(C)C(=O)N1CCC(n2nccc2NC(=O)CCc2ccccc2)CC1	-3.8	-1.3	-1.1	0.0	0.0	1.8	1.7	-0.1	0.4
Cc1ccc2c(c1)N(CC(=O)N1CCCCC1C)C(=O)CO2 (stereo not given)	-2.3	5.3	-2.4	0.3	-4.0	0.5	1.1	-0.3	1.9
O=C1CCC(=O)N1c1ccc(NCCc2cccc(F)c2)c([N+](=O)[O-])c1	-0.5	6.4	3.0	9.8	0.8	7.1	2.2	4.5	5.0
COc1ccc(CC(=O)OCC(=O)Nc2ccc3c(c2)OCO3)cc1OC	4.6	0.9	-1.8	1.5	0.7	2.5	-2.3	9.2	6.3
COc1ccccc1C(=O)NNC1=NS(=O)(=O)c2ccccc21	2.9	1.3	-3.9	8.1	-0.5	12.1	-2.5	3.0	4.5
O=C1N(c2ccc(Cl)cc2)C(c2ccccc2)N2CCCN12 (stereo not given)	-10.3	4.7	1.1	0.9	2.3	1.1	0.5	-3.3	1.1
COC(=O)c1cc(-c2ccc(OC)cc2)n[nH]1	2.2	2.6	-3.3	2.1	0.3	6.5	-4.1	1.8	3.9
O=C(C(Cl)Cl)N1CCN(c2ccccn2)CC1	4.8	3.0	-7.2	0.5	3.2	3.8	-1.0	2.9	0.8
Cn1c(=O)c(C(=O)NCCc2ccccc2)c(O)c2ccccc21	-0.4	1.2	-8.9	72.2*	-1.7	0.0	2.6	-5.2	2.1
CCC(C)[C@H](NC(=O)NCc1ccc(F)cc1)C(=O)O (stereo not given in full)	7.7	2.4	4.3	1.4	0.4	9.9	0.4	2.1	4.1

The list continues:
SMILES	MCL1 BIM primary	PAFAH1B2 inh	PME-1 primary	AHR act	Fam108B inh	GLD-1 RNA inh	MEX-5 binding	pPAFAH FP inh	BCLXL inh
S=P(N1CC1)(N1CC1)N1CC1	5.5	3.6	-3.4	-1.9	-2.0	4.0	.	-0.7	11.1
NC(=O)C1(C(N)=O)OC1c1ccccc1 (stereo not given)	-0.1	4.7	-4.7	-1.6	-1.9	1.9	-0.6	2.3	2.6
O=C(O)c1ccc(OCc2ccc(C(=O)O)o2)cc1	1.6	5.5	-4.2	0.2	1.1	8.3	-2.6	2.7	-0.2
COc1cccc(N2CC(C(=O)Nc3c(C)cccc3C)CC2=O)c1 (stereo not given)	2.2	0.4	-5.0	-1.9	3.1	1.4	-2.3	3.0	5.7
CCCCOC(=O)Nc1cc(C(=O)OC)ccc1C(=O)OC	2.0	-8.7	-2.1	-0.1	0.2	1.2	0.2	-1.6	1.9
Cc1ccc(-c2nnn(CC(=O)N3CCN(c4nc5ccccc5s4)CC3)n2)cc1	-0.2	-5.0	-7.5	-1.4	4.1	2.3	1.4	3.8	1.4
O=[N+]([O-])c1cccc(N/N=C/c2cccc(O)c2O)c1	3.1	-2.5	41.1*	14.9	26.2*	5.7	0.5	60.2*	4.2
c1ccc(-c2ccccc2-n2cnnn2)cc1	2.2	6.6	-2.3	1.9	-1.3	-0.6	-0.6	-1.2	4.9
O=C(COC(=O)c1c(Cl)cccc1Cl)Nc1cccc(S(=O)(=O)NC2=NCCCCC2)c1	0.7	5.4	3.0	-2.7	.	-7.0	.	0.7	-3.5
CCN(Cc1ccccc1)C(=O)c1cccc(S(=O)(=O)N2CCN(c3ccccc3)CC2)c1	-19.4	13.9	4.9	-0.6	1.8	1.5	3.1	3.3	-7.6
CC(C(=O)NC(N)=O)N1C(=O)NC(c2ccccc2)(c2ccccc2)C1=O (stereo not given)	0.8	6.6	2.4	-0.5	0.3	-3.8	-0.1	3.3	1.3

Screening data as filed in PubChem.

This is a subset; count on the stated rates, not on these rows.
